Nrf2 inh: blocks Nrf2 signaling | A549 ARE-Fluc reporter, luciferase luminescence, 18-24 h | Potency, µM (doses to about 46 µM), inactives show at the highest dose activity change, negative = inhibition, hits mostly inhibitors | 360,000 tested, 2.1% active; note: % is set by controls: 0 for no effect and ±100 for the full control effect; nearly all actives have a fitted effect of over 60% in size
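In this cell-based qHTS, ARE-driven firefly luciferase in A549 cells reports Nrf2 activity; the luminescent signal after BugLite lysis is the measured value, with a prior CellTiter-Fluor read for cell health.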
MCF10A rerep: induces DNA re-replication in MCF 10a normal breast cells; MCF 10A DNA re-replication, Hoechst nuclear intensity, 48 h; Potency, µM (highest dose often 46.1 µM), without a hit: at the top dose activity, positive = re-replication, most hits filed as activators; 350,000 tested, 2.9% active; note: % of control where 0% means no effect; nearly all actives have a fitted effect of over 50% in size
ATXN2 expr inh: ATXN2 expression inhibition; 360,000 tested, 0.72% active; HEK-293 ATXN2-luciferase reporter, luminescence, 24 h; Potency, µM (doses to about 57 µM), without a hit: at the highest dose activity change, negative = inhibition, usual class: inhibitors; AID 1745845; note: % is set by controls: 0 for no effect and ±100 for the full control effect; nearly all actives have a fitted effect of over 55% in size
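ATXN2-luciferase reporter cells (luciferase flanked by upstream and downstream ATXN2 gene portions) were treated 24 h at 37 °C with compounds at up to 57 uM. SteadyGlo luminescence gave expression; GF-AFC fluorescence gave viability.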
Nrf2 ARE act: activates Nrf2 signaling; AREc32 ARE-luciferase reporter (MCF7-derived line), luminescence, 24 h; Potency, µM (doses to about 46.1 µM), inactives show at the highest dose activation, most hits filed as activators; 410,000 tested, 0.31% active; AID 624171; note: % of control where 0% means no effect; nearly all actives have a fitted effect of over 65% in size
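AREc32 cells carrying an ARE-driven firefly luciferase reporter were seeded at 1000 cells/well in OPTI-MEM with 5% FBS, then exposed to compound for 24 hr at 37 deg C. Luminescence was read with Steady-Glo after 30 min at RT.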
ATXN viability: viability counter-screen for ATXN expression inhibitors; Potency, µM (highest dose often 56.7 µM), actives largely listed as cytotoxic; 400,000 tested, 0.49% active; S2 cells (HEK-293 line with an ATXN2-luciferase reporter) viability, CellTiter-Fluor protease fluorescence, 24 h; note: nearly all actives have a fitted effect of over 40% in size
A549 tox: counter-screen for Nrf2 inhibitors: cytotoxicity in A549 cells | A549 ARE-Fluc cells, CellTiter-Fluor viability, 18-24 h | AID 504648 | Potency, µM (series often up to 46 µM), without a hit: at the highest dose activity change, negative = cytotoxicity, usual class: inhibitors | 390,000 tested, 0.16% active; note: % is set by controls: 0 for no effect and ±100 for the full control effect
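Cytotoxicity counterscreen: CellTiter-Fluor fluorescence was measured in A549 ARE_Fluc cells after 18-24 h of compound exposure in a concentration series. The subsequent BugLite luminescent read reports ARE-luciferase activity.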
HepG2 viability: HepG2 cytotoxicity, counter-screen for TGF-b inhibitors; HepG2 CAGA-GFP viability, ATP luminescence, 18 h; Potency, µM (highest dose often 46.1 µM), for the others: at the highest dose activity change, negative = cytotoxicity, actives largely listed as cytotoxic; 410,000 tested, 0.76% active; AID 588856; note: some results filed as inactive show a strong effect at the top dose
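CellTiter-Glo luminescence gave cytotoxicity after 18 hours at 37 degrees C. The cells were HepG2 CAGA-GFP in 1% FBS DMEM, stimulated with 500 pg/mL TGF-beta after compound addition. %Activity was normalised to no-cell wells (complete cell-killing) and DMSO (no toxicity), and curves were fitted and classified.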
EPAC2 antagonist: EPAC2 (human) antagonism | Potency, µM (top dose mostly 114 µM), inactives show at the top dose activity, negative = inhibition, hits mostly inhibitors | Q8WZA2 | 360,000 tested, 0.18% active | EPAC2 GEF exchange of Rap1B-BODIPY-GDP, fluorescence; note: % is set by controls: 0 for no effect and ±100 for the full control effect; nearly all actives have a fitted effect of over 45% in size; many of its hits are not listed in these tables
Target sequence (Q8WZA2 whole entry, looked up): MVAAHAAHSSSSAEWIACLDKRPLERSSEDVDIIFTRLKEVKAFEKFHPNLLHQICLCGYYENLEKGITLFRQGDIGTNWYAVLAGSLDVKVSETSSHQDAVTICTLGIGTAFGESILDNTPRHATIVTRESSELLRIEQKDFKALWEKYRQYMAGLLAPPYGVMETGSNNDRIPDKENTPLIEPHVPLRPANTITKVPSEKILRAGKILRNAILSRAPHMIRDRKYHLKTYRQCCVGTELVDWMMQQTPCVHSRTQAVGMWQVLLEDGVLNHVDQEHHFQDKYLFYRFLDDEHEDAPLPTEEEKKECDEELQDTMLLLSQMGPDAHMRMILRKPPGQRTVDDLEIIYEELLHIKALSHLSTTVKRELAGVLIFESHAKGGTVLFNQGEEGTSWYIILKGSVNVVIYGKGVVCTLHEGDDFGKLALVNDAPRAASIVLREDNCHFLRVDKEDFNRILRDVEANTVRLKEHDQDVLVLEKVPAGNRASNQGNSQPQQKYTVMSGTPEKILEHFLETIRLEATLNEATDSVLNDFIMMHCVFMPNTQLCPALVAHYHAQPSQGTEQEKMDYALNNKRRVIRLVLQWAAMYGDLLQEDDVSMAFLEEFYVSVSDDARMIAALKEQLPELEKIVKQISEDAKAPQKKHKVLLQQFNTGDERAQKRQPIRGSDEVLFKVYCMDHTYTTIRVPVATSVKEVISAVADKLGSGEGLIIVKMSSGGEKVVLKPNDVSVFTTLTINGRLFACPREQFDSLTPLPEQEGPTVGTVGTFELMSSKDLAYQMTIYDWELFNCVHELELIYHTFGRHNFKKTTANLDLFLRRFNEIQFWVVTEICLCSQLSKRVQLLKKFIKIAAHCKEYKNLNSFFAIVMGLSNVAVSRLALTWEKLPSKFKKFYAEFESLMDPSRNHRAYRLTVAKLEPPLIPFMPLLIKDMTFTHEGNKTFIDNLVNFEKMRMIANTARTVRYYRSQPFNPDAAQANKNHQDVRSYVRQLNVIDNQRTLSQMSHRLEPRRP
TGFb SMAD3 inh: inhibitors of TGF-b signaling; HepG2 CAGA-GFP TGF-b/SMAD3 reporter, GFP fluorescence, 18 h; TGF-beta stimulated, 500 pg/mL final; Potency, µM (doses to about 46.1 µM), for inactives: at the highest dose activity, negative = inhibition, actives largely listed as inhibitors; 410,000 tested, 1.2% active; note: % is set by controls: 0 for no effect and ±100 for the full control effect; nearly all actives have a fitted effect of over 65% in size
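TGF-beta reporter screen: HEPG2 CAGA-GFP, 1% FBS, 500 pg/mL TGF-beta final, 18 h; per-cell GFP summed per well; curves fitted and categorized by class.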
Starred values were filed as active, the others as inactive; i = inactive; u = inconclusive; x = not tested or not shown; [ ] = another dose, or the depositor's remark. Calls come from the whole dose curve; as a rule, active = well fitted curve in the direction sought with a large enough effect; inconclusive = small, poorly fitted or top-dose-only effect, or another doubt; inactive = no such curve, though single readings can be large; an effect the other way counts as inactive or inconclusive. Potency is the fitted concentration of half-maximal effect.

SMILES | Nrf2 inh | MCF10A rerep | ATXN2 expr inh | Nrf2 ARE act | ATXN viability | A549 tox | HepG2 viability | EPAC2 antagonist | TGFb SMAD3 inh
COCCc1nc2ccc(C(=O)N3CCCC(CCCO)C3)cc2o1 (configuration not stated) | 2% | 6% | 22% | -0.7% | i | 0% | 3% | 1% | 9%
CC(=O)N(c1c(C)n(C)n(-c2ccccc2)c1=O)C1(C(=O)NC2CCCC2)CCCCC1 | 2% | -4% | -7% | 0.3% | u | -8% | -22% | 0% | -5%
CCSc1nnc2c(n1)OC(C)(C)Nc1ccccc1-2 | 25% | 0% | 71%[activator] | 14% | i | 2% | 7% | 9% | -4%
Cc1sc(-c2cccnc2)nc1OC(=O)C1CC1 | 8% | 2% | 5% | 1.7% | i | -2% | -72% | 7% | -4%
CCc1cc2ccc(C)cc2nc1SCC(=O)Nc1cc(C)on1 | -12% | 11% | -8% | -0.7% | i | 0% | 7% | 0% | 4%
CCCCNc1nc2ccccc2nc1NS(=O)(=O)c1ccc(F)cc1 | u | u | -20% | -0.1% | i | -5% | -36% | -11% | u
CCOc1ccc(CNC(=O)C(=O)c2cn(CC(=O)N3CCOCC3)c3ccccc23)cc1OC | 24% | -1% | -16% | -0.1% | u | 0% | -4% | -2% | 1%
COc1ccc(CNc2nc3ccccc3n2Cc2ccc(Cl)cc2)cc1OC | 23µM* | u | -26% | 3.7% | i | -16% | -36% | -13% | 14µM*
O=C(CO/N=C/c1cccc([N+](=O)[O-])c1)NC1CCCCCC1 | -12% | 0% | -12% | 0.5% | i | 2% | -21% | -6% | -4%
Cc1ccc(Cc2c(-c3ccco3)nc3ccc(Br)cn23)cc1 | x | x | 25% | u | u | x | -60% | -22% | u
CCS(=O)(=O)n1nc(-c2ccco2)nc1N | -8% | 12% | -17% | 0.0% | i | 0% | -1% | 7% | -7%
CC(=O)NS(=O)(=O)c1ccc(NC(=O)CSc2ccccc2)cc1 | 0% | 2% | x | -1.0% | i | 0% | -7% | 4% | -8%
CC(Oc1ccc(Cl)cc1)/C(N)=N/O (configuration not stated) | 10% | 6% | -3% | 1.5% | i | 1% | -9% | -6% | 15%
CC(=O)N(CCc1ccccc1C)Cc1cc2cc3c(cc2[nH]c1=O)OCO3 | 3% | -1% | -3% | -0.2% | i | 1% | 1% | 9% | -2%
Cc1cc(C)cc(N2C(=O)CN(Cc3ccccc3)C2=S)c1 | 1% | 8% | x | -0.8% | i | 1% | 0% | -8% | 6%
CCC(=O)N1c2ccccc2CC1C(=O)NCCCN1CCN(c2cccc(Cl)c2)CC1 (configuration not stated) | x | x | -16% | 1.2% | u | 0% | -33% | x | -26%
Clc1cccc(C2=NC(c3cccs3)=Nc3ccc(Br)cc3N2)c1 | 17% | x | 9% | 8.2% | u | -3% | -24% | x | -1%
COc1ccc(OC)c(N(CC(=O)Nc2ccccc2)S(C)(=O)=O)c1 | 13% | u | 5% | 0.1% | i | -6% | -4% | 0% | 25%
O=C1NC(=O)N2CCSC2(Cc2ccccc2)N1 (configuration not stated) | 7% | 14% | 5% | u | i | u | -35% | 27% | 0%
COc1cccc(CN2CC(C(=O)N3CCCCCCC3)CCC2=O)c1 (configuration not stated) | 0% | 1% | 3% | 0.1% | i | -1% | 0% | 4% | 1%
CCCS(=O)(=O)c1c(S(=O)(=O)CCC)c2c(C(N)=O)cccn2c1C(=O)c1ccc(F)cc1 | 7% | 3% | -4% | -0.9% | i | -1% | 6% | 4% | -3%
CCOC(=O)C1(Cc2cccc(Cl)c2)CCCN(C(=O)c2ccc(COC)s2)C1 (configuration not stated) | -4% | u | -7% | 4.1% | i | 0% | 1% | -2% | -11%
CC(=O)Nc1ccc(OCCC[n+]2ccccc2)cc1 | -18% | 2% | -19% | -1.4% | i | -3% | -10% | 3% | 6%
CCN1CCCC1CNC(=O)c1csc2c1CCCC2 (configuration not stated) | 8% | -3% | -7% | -0.7% | i | 11% | -19% | 12% | 3%
O=C(Nc1nnc(-c2cccs2)o1)c1cccc(Oc2ccccc2)c1 | u | u | u | 4.1% | x | -4% | -5% | 3% | u

Ordered by SMILES length (smallest number first): some entries from above.
SMILES | Nrf2 inh | MCF10A rerep | ATXN2 expr inh | Nrf2 ARE act | ATXN viability | A549 tox | HepG2 viability | EPAC2 antagonist | TGFb SMAD3 inh
O=C(Nc1nnc(-c2cccs2)o1)c1cccc(Oc2ccccc2)c1 | u | u | u | 4.1% | x | -4% | -5% | 3% | u
COc1ccc(OC)c(N(CC(=O)Nc2ccccc2)S(C)(=O)=O)c1 | 13% | u | 5% | 0.1% | i | -6% | -4% | 0% | 25%
CCCS(=O)(=O)c1c(S(=O)(=O)CCC)c2c(C(N)=O)cccn2c1C(=O)c1ccc(F)cc1 | 7% | 3% | -4% | -0.9% | i | -1% | 6% | 4% | -3%

More compounds.
SMILES | Nrf2 inh | MCF10A rerep | ATXN2 expr inh | Nrf2 ARE act | ATXN viability | A549 tox | HepG2 viability | EPAC2 antagonist | TGFb SMAD3 inh
CNC(=O)/C(C#N)=C/c1ccc(-c2nc3ccccc3s2)o1 | 6% | u | 32%[activator] | 8.0% | x | -9% | -11% | 1% | -17%
CCN(CC)CCCNC(=O)c1nn(-c2ccc(OC)cc2)c(=O)c2c1c1ccccc1n2C | 4% | x | 4% | 9.0% | i | -1% | -13% | x | 2%
CC1=C(C(=O)OCc2ccc(C)cc2)C(c2ccccc2C(F)(F)F)CC(=O)N1 (configuration not stated) | -5% | x | -21% | 0.3% | i | 14% | -48% | x | u
COc1ccc(Cl)cc1NC(=O)COC(=O)Cc1cc(OC)c(OC)c(OC)c1 | 5% | 2% | 5% | 9.4% | i | -2% | -5% | -18% | 3%
COC(=O)c1cccc(OCC(O)Cn2cnc3cc(C)c(C)cc32)c1 (configuration not stated) | 0% | 1% | -18% | 4.0% | i | x | -8% | -17% | 2%
O=C(CCS(=O)(=O)c1ccccc1)N(Cc1cccnc1)c1nc2ccc(Cl)cc2s1 | x | x | x | -0.4% | x | -1% | 8% | x | 15%
CC(=O)Nc1ccc(CNc2nc3cc(-c4ccccc4C)sc3c(=O)n2C)cc1 | x | x | u | 8.9% | i | x | -28% | -19% | u
COc1ccc(CC(=O)NC(C)c2nnc(SCC(=O)Nc3ccccc3F)n2C)cc1 (configuration not stated) | u | -2% | -13% | -0.2% | i | -5% | -23% | 4% | 1%
CC1CN(C(=O)N2c3ccccc3Sc3ccccc32)C(C)CC1=O (configuration not stated) | -3% | u | 24% | -0.9% | i | -9% | -32% | -15% | -5%
Cc1ccc(CNC(=O)COCc2cc(-c3ccc4c(c3)OCO4)on2)cc1 | -5% | x | x | 2.9% | x | 0% | -18% | x | 1%
O=C(CN1CCOCC1)Nc1cccc(Cl)c1Cl | 1% | 10% | 15% | 0.1% | i | 2% | 11% | 21%[57.1 µM] | 11%
COCCCN1C(=O)C(CC(=O)NCCCCc2ccccc2)CC(C(=O)N(C(C)C)C(C)C)=C1C (configuration not stated) | x | x | -1% | 0.1% | i | x | -26% | 2% | u
COc1nccnc1NS(=O)(=O)c1ccc(NC(=S)NC(=O)/C=C/c2ccc(F)cc2)cc1 | -17% | 13% | -9% | 1.2% | i | -8% | 0% | -17% | 10%
Cc1cc(C)cc(OC(=O)c2cc(-c3ccc4c(c3)OCCO4)on2)c1 | u | x | -4% | 0.7% | i | 1% | -1% | x | -11%
CCOCCCn1c(=S)[nH]c2cc(C(=O)NC3CCCCC3C)ccc2c1=O (configuration not stated) | 8% | -1% | -5% | -0.7% | i | 2% | -13% | 5% | 15%
O=C(N/N=C/c1cn(-c2ccccc2)nc1-c1cccnc1)c1ccc(F)cc1 | -28% | 3.3µM* | -26% | 7.8% | u | -12% | -40% | -12% | -2%
Cn1cccc1C(=O)NCc1ccccn1 | 2% | 1% | -1% | 0.3% | i | -3% | 16% | 4% | 1%
CC(NC(=O)Cc1ccc(NC2=NC3CS(=O)(=O)CC3S2)cc1)c1ccccc1 (configuration not stated) | 15% | 14% | 1% | -1.0% | i | -2% | -2% | -8% | -10%
CC(C1CC2CCC1C2)n1c(COc2ccccc2F)nnc1SCC(N)=O (configuration not stated) | x | u | 4% | -0.1% | i | -1% | -2% | -4% | 0%
COc1ccc(CN(CC(=O)NC2CCCC2)C(=O)CCC(=O)Nc2nccs2)cc1 | 2% | -2% | -14% | -0.3% | i | 3% | 36% | 2% | 13%
CCC(C(=O)NCc1ccc(OC)cc1)n1nc(C)n2c(cc3occc32)c1=O (configuration not stated) | 6% | u | -7% | -0.2% | u | 1% | 3% | 7% | 1%
Cn1cnc2c(N3CCCCC3)nccc21 | 4% | 2% | 3% | -0.5% | i | -10% | 5% | 3% | 9%
COC(=O)c1cc(S(=O)(=O)N2CCCC2=O)c(Cl)cc1Cl | -24% | 20% | x | 10% | i | -6% | 1% | -3% | 1%
COc1ccc(N(CC(=O)NCC2CCCO2)S(=O)(=O)c2ccc(C)cc2)cc1OC (configuration not stated) | 5% | 5% | -1% | 0.4% | i | 10% | -1% | -4%[57.1 µM] | 14%
COc1ccc(NS(=O)(=O)c2cccc(NC(=O)C34CCC(CC3)C4)c2)cc1 | u | -1% | -21% | 3.3% | i | -17% | -11% | -16% | -22%
c1ccc(-n2c(-c3ccco3)nnc2N2CCOCC2)cc1 | -5% | 20% | 3% | -0.1% | i | -2% | 13% | -1% | 17%
CC(=O)c1c(-c2ccc(C)cc2)nc2c3ccccc3ccn12 | 10% | 7% | -24% | 2.6% | i | -8% | -15% | -19% | 0%

Entries of single compounds, quoted from the list:
Listed for `CC(=O)c1c(-c2ccc(C)cc2)nc2c3ccccc3ccn12` : Nrf2 inh = 10%; MCF10A rerep = 7%; ATXN2 expr inh = -24%; Nrf2 ARE act = 2.6%; ATXN viability = i; A549 tox = -8%; HepG2 viability = -15%; EPAC2 antagonist = -19%; TGFb SMAD3 inh = 0%
Listed for `COc1ccc(N(CC(=O)NCC2CCCO2)S(=O)(=O)c2ccc(C)cc2)cc1OC` (configuration not stated) : Nrf2 inh = 5%; MCF10A rerep = 5%; ATXN2 expr inh = -1%; Nrf2 ARE act = 0.4%; ATXN viability = i; A549 tox = 10%; HepG2 viability = -1%; EPAC2 antagonist = -4%[57.1 µM]; TGFb SMAD3 inh = 14%

Only part of the results is shown, so the mix of outcomes need not match the whole.
